# TRHR agonist – agonists of human TRH receptor | TRHR cells, calcium flux fluo-8, FDSS agonist mode | hit rate 0.18% among 360,000 | activation, % at 2 µM | P34981; in the data active = activation above about 30%; note: 0% is about no effect
#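 Read-out: compound-evoked intracellular calcium rise in TRHR cells, fluo-8 dye, kinetic FDSS fluorescence at 1 s/cycle following a 10-cycle baseline. Cells cultured overnight before dye loading (30 min–1.5 h, RT).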
# 12-LOX inh – blocks human arachidonate 12S-lipoxygenase | purified 12hLO, xylenol orange hydroperoxide absorbance | Potency, µM (doses to about 108 µM), for the others: top-dose activity change, negative = inhibition, most hits filed as inhibitors | AID 1671190 | hit rate 1.1% among 580,000; note: potency is the fitted concentration of half-maximal effect; % is set by controls: 0 for no effect and ±100 for the full control effect
#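 Purified human 12hLO at 150 nM in 25 mM Hepes, 0.01% Triton X-100, pH 7.0, preincubated 15 min at room temperature with compound. Reaction started with 40 uM arachidonic acid, 30 min at room temperature. Hydroperoxide measured by Fe-xylenol orange, 573/405 nm absorbance ratio.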
# POLI inh – DNA polymerase iota (human) inhibition. Q9UNA4. Pol iota fluorescent replication assay, 10 min. Potency, µM (top dose mostly 115 µM), inactives show at the highest dose activity, negative = inhibition, most hits filed as inhibitors. hit rate 1% among 390,000; note: potency is the fitted concentration of half-maximal effect
#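 Pol iota at 10 nM preincubated 15 min with compounds at room temperature; reaction started with fluorescent substrate, 50 nM final. Fluorescence read kinetically at 0 and 10 min; buffer-only wells as negative control.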
# POLB inh – inhibitors of human DNA polymerase beta. P06746. Pol beta primer extension/strand displacement, fluorescence kinetic. Potency, µM (doses to about 114 µM), inactives show top-dose activity change, negative = inhibition, hits mostly inhibitors. hit rate 1.3% among 340,000; note: potency is the fitted concentration of half-maximal effect; % is set by controls: 0 for no effect and ±100 for the full control effect
#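 Homogeneous kinetic assay of primer extension and strand displacement by 10 nM Pol beta, preincubated 15 min at room temperature with compound before 50 nM substrate (final) was added. Read at 0 and 10 min; four-parameter Hill fit.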
# POLK inh – inhibitors of human DNA polymerase kappa; Q9UBT6; purified Pol kappa, fluorescent DNA synthesis assay, 10 min; Potency, µM (top dose mostly 107 µM), inactives show at the highest dose activity, negative = inhibition, actives largely listed as inhibitors; hit rate 0.53% among 400,000; note: potency is the fitted concentration of half-maximal effect; % is set by controls: 0 for no effect and ±100 for the full control effect
# Target sequence (Q9UBT6 whole entry, looked up): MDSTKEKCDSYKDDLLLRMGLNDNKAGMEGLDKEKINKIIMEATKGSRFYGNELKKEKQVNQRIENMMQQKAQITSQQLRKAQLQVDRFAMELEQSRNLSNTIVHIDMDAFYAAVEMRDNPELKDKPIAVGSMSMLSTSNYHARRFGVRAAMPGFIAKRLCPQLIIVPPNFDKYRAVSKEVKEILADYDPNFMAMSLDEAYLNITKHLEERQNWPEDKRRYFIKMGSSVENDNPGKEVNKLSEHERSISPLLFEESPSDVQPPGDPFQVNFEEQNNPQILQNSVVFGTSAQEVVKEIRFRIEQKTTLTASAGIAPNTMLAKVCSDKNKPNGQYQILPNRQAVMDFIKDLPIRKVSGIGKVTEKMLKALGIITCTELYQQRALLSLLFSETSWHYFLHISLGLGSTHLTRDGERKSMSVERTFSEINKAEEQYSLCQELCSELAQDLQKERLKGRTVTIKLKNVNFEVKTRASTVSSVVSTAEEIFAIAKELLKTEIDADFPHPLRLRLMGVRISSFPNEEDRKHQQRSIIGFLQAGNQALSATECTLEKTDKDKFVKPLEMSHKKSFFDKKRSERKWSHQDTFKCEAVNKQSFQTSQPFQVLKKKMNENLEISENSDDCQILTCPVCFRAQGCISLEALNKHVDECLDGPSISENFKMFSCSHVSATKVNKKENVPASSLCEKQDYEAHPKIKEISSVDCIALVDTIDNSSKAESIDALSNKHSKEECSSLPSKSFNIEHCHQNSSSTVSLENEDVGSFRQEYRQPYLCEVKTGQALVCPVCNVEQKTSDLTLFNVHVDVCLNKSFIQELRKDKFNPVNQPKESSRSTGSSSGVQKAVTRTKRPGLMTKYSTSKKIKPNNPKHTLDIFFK
#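 10 nM Pol kappa preincubated 15 min at room temperature with compounds, then reaction started with substrate at 50 nM final. Fluorescence read kinetically at 0 and 10 min; buffer-only wells served as negative control.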
# APEX1 inh – blocks human APE1 abasic DNA cleavage | P27695 | recombinant APE1, TAMRA/BHQ-2 abasic DNA cleavage fluorescence | Potency, µM (highest dose often 65.8 µM), for inactives: at the highest dose activity change, negative = inhibition, usual class: inhibitors | hit rate 0.35% among 350,000 | AID 2517;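 note: potency is the fitted concentration of half-maximal effect; plate controls were vehicle for no effect and reference inhibitor for full effect; nearly all actives have a fitted effect of over 55% in size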
#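 0.75 nM APE1 + cpd, 15 min RT; start w/ 50 nM TAMRA/BHQ-2 THF-abasic dsDNA; kinetic fluor 525/598 nm ×3 reads @60 s; Δ(read3−read1); normalized to DMSO and NSC13755 control wells.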
# BLM inh – inhibitors of human Bloom syndrome helicase BLM; P54132; recombinant BLM DNA unwinding, fluorescence dequenching; Potency, µM (doses to about 56.1 µM), for inactives: at the top dose activity change, negative = inhibition, most hits filed as inhibitors; hit rate 0.2% among 350,000; AID 2528;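 note: potency is the fitted concentration of half-maximal effect; plate controls were vehicle for no effect and no enzyme for full effect; nearly all actives have a fitted effect of over 35% in size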
# Anesthetic bind – binds horse apoferritin like a general anesthetic. P02791. apoferritin/1-aminoanthracene competitive binding, fluorescence. Potency, µM (titrated, usually from 77.5 µM), for inactives: at the top dose activity change, negative = displacement, hits mostly inhibitors. hit rate 0.074% among 350,000. AID 485281; note: potency is the fitted concentration of half-maximal effect; % is set by controls: 0 for no effect and ±100 for the full control effect; nearly all actives have a fitted effect of over 20% in size
# Target sequence (P02791 2-175 limits assumed): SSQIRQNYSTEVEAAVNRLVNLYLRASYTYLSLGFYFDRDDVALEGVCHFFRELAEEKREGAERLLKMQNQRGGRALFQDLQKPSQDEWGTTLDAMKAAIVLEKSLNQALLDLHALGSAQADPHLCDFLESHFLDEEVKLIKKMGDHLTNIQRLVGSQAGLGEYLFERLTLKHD
#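 Read-out: endpoint 1-AMA fluorescence, excitation 380 nm and emission 535 nm, after compounds sit 10 min at room temperature with 10 uM horse-spleen apoferritin in 50% saturated 1-AMA/PBS. Values come from four-parameter Hill fits.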
# ERG Ets-DNA blk – ERG Ets/DNA interaction inhibition | fluorescence polarization, His-ERG Ets domain / labelled DNA | Potency, µM (highest dose often 76.9 µM), without a hit: at the top dose FP activity, negative = inhibition, hits mostly inhibitors | hit rate 0.028% among 370,000 | AID 624246; active = well fitted inhibition curve with a large enough effect in the polarisation, with a control signal flat; inconclusive = small, poorly fitted or top-dose-only effect, or effect the other way, or a change in a side signal; inactive = no such curve, though single readings can be large or run the other way; the % refers to the polarisation;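 note: polarization taken with two DNA probes labelled with fluorescein and Texas red; potency is the fitted concentration of half-maximal effect; % of control where 0% means no effect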
#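 His-tagged ERG Ets domain (1 uM in the protein solution; 300mM KCl, 50mM Tris-HCl, 1mM EDTA, 1mM DTT, pH 7.5) received compound, then a probe mix of 5 nM fluorescein-DNA and 100nM Texas-615-DNA. Fluorescence polarization was read for both dyes.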
# * = called active by the depositor; ? = inconclusive; . = no result given; & = joins results of further samples; [ ] = dose if it differs, or a comment. Unless noted, calls come from the whole dose curve; as a rule, active = well fitted curve in the direction sought with a large enough effect; inconclusive = small, poorly fitted or top-dose-only effect, or another doubt; inactive = no such curve, though single readings can be large; an effect the other way counts as inactive or inconclusive. An excerpt; rates above refer to the full screens.
Structure,TRHR agonist,12-LOX inh,POLI inh,POLB inh,POLK inh,APEX1 inh,BLM inh,Anesthetic bind,ERG Ets-DNA blk
CSc1ccc(CNc2cccc3ccccc23)cc1,-0.4,-11%,27%,2%,-4%,-1%,-9%,11%,.
CCOC(=O)[C@@H]1[C@H]2COc3ccccc3[C@H]2N2C(=O)N(c3cccc(Cl)c3)C(=O)[C@]12C,.,8%,5%,.,-5%,11%,.,.,-19%
C[C@@H](NC(=O)C1(c2ccccc2)CCN(C(=O)OC(C)(C)C)CC1)C(=O)N[C@@H](Cc1ccccc1)C(=O)O,-0.4,-14%,8%,-1%,8%,1%,-2%,-6%,-27%
S=C(NCCCn1ccnc1)Nc1ccc(Cl)cc1Cl,-0.9,-29%,56%[activator],59%,8%,3%,-3%,-2%,1%
CC(C)OCCCn1c(=NC(=O)c2ccncc2)c(C#N)cc2c(=O)n3ccccc3nc21,1.1,?,-14%,14%,0%,0%,-7%,347%[activator],-6%
CCOc1ccc(-c2cc(C(=O)NCCc3ccccc3)c3c(-c4ccc(C)cc4)[nH]nc3n2)cc1,-0.7,1%,-12%,12%,0%,.,2%,-14%,4%
COc1ccc(NC(=O)c2cccc3c2C(=O)c2ccc(-c4ccc(F)cc4OCc4ccccc4)cc2S3(=O)=O)cc1,.,-12%,5%,.,0%,10%,.,.,-4%
COc1ccc(C(=O)NCC(=O)N2CCN(C(=O)c3ccco3)CC2)cc1OC,0.5,1%,27%,.,0%,-6%,.,.,19%
O=C(CC(=O)c1ccccc1)Nc1cc([N+](=O)[O-])ccc1Cl,0.3,-13%,131%[activator],25%,-1%,6%,-4%,-19%,-2%
Cc1ccc(-c2cc(C(=O)OCC(=O)N(C)C3CCS(=O)(=O)C3)c3ccccc3n2)o1 (configuration not stated),0.1,?,18%,4%,-2%,4%,-1%,13%,11%
COc1ccc2c(c1)[C@H]1[C@H](CO2)[C@H](c2ccccc2)[C@]2(C)C(=O)Nc3ccc(Cl)cc3C(=O)N12,.,-17%,28%,.,-3%,.,.,.,13%
CCCc1sc(N/N=C/c2ccccn2)nc1-c1ccc(Br)cc1,0.3,-28%,20%,-17%,-6%,8%,-20%,-9%,4%
Cc1ccccc1-c1nc(NC2CC2)c2ccccc2n1,.,?,.,.,-6%[60.1 µM],-1%,-9%,.,.
CN1C(=O)N(CC(=O)N2CCN(S(=O)(=O)Cc3ccccc3)CC2)C(=O)C12CCCCC2,1.2,2%,23%,.,-4%,11%,.,.,9%
Nc1cc(-c2cccc([N+](=O)[O-])c2)[nH]n1,0.8,-8%,5%,0%,-5%[60.1 µM],0%,4%,-7%,-3%
CCOC(=O)c1ccccc1NC(=O)N1CCN(Cc2cc(=O)n3nc(-c4ccccc4)sc3n2)CC1,-0.1,1%,6%,6%,1%[60.1 µM],.,1%,-9%,4%
CC(=O)Nc1ccc(S(=O)(=O)Nc2nc(C)nc3sc(C)c(C)c23)cc1,.,2%,-3%,.,-11%,3%,.,.,-9%
CN1/C(=C\C(=O)Nc2cccc(Cl)c2)C(C)(C)c2ccccc21,0.7,-26%,-3%,15%,-20%,9%,-8%,-9%,30%
CCOc1ccccc1NC(=O)CCc1c(C)nn(-c2ccc(N3CCOCC3)nn2)c1C,-0.1,9%,10%,36%[activator],17%,.,0%,-6%,2%
O=C(C1CC1)N1N=C(c2ccc(Cl)cc2)CC1(O)C(F)(F)F (configuration not stated),1.0,5%,-10%,2%,-2%,-3%,-6%,0%,-10%

# Continued (2 carried over from the part before).
Structure,TRHR agonist,12-LOX inh,POLI inh,POLB inh,POLK inh,APEX1 inh,BLM inh,Anesthetic bind,ERG Ets-DNA blk
CCOc1ccccc1NC(=O)CCc1c(C)nn(-c2ccc(N3CCOCC3)nn2)c1C,-0.1,9%,10%,36%[activator],17%,.,0%,-6%,2%
O=C(C1CC1)N1N=C(c2ccc(Cl)cc2)CC1(O)C(F)(F)F (configuration not stated),1.0,5%,-10%,2%,-2%,-3%,-6%,0%,-10%
COc1ccc(/C(C)=N/NC(=O)c2cc(C)[nH]n2)c(OC)c1,0.1,5%,3%,34%,-16%,73%,-2%,-2%,2%
NC(=O)c1ccsc1NC(=O)CSc1nncs1,0.2,-29%,?,.,-8%,3%,.,.,16%
CN(CC(=O)Nc1ccc(Cl)c(C(F)(F)F)c1)C(=O)c1ccc(OCC2CCCO2)cc1 (configuration not stated),1.5,-12%,-1%,.,-19%,-15%,.,.,-3%
COc1ccccc1CNC(=O)CSc1ccc(-c2ccncc2)nn1,0.2,2%,25%,28%,-3%,7%,-10%,-3%,2%
CCOc1ccc(NC(=O)CN(C)CC(=O)Nc2ccccc2SC)cc1OCC,-1.3,21%,8%,-7%,9%,6%,0%,1%,7%
O=C(CNC(=S)NC(=O)c1ccccc1Br)c1ccccc1,-1.4,7%,-6%,-26%,-8%,17%,-9%,0%,-11%
O=C(Cc1nn[nH]n1)NCCC1=CCCCC1,-0.1,?,0%,1%,-2%,?,-9%,-5%,4%
CC(C)C(NS(=O)(=O)c1ccccc1)C(=O)N1CCN(C(=O)c2ccco2)CC1 (configuration not stated),0.8,24%,12%,42%,-5%,41%[activator],2%,-1%,-8%
CCCc1nc2c(nnn2Cc2ccccc2Cl)c(=O)[nH]1,0.0,0%,85%[activator],50%,-8%,14%,0%,-12%,-9%
CC(c1ccco1)N(C(=O)COc1ccc(Cl)cc1)c1ccccn1 (configuration not stated),-0.7,-11%,-2%,13%,1%,12%,-5%,-7%,0%
Cc1ccccc1NC(=S)NCc1cccs1,0.2,14%,-1%,13%,0%,11%,1%,-8%,0%
O=C(NC1CC2CCC(C1)N2Cc1ccco1)c1ccccc1 (configuration not stated),-0.1,21%,-10%,2%,1%,6%,2%,4%,-7%
CC(=O)CSc1ccc(C(=O)O)cn1,0.6,-20%,2%,22%,5%,0%,-2%,-4%,1%
CCOC(=O)N1CCN(c2ncnc3nc[nH]c23)CC1,0.4,1%,9%,17%,3%,-6%,2%,11%,1%
CCSc1nnc([C@@H](NC(=O)OC(C)(C)C)C(C)C)o1,0.3,7%,25%,0%,-11%,0%,-2%,-2%,-3%
CN(C)C1=NC[C@H](Cc2ccccc2)N1CC1CCCC1,0.5,9%,?,.,-6%,8%,.,.,-12%
COc1cc(C(=O)N2CCN(CCc3ccccn3)CC2)cc(OC)c1OC,0.5,?,8%,-3%,2%,.,-4%,-10%,8%
CCn1cc(C(=O)NCCC(=O)NCCO)c(=O)c2cc3c(cc21)OCO3,0.4,20%,18%,1%,-4%,1%,-5%,3%,-7%
COc1ccc(C(=O)/C=C/c2cn(CN3CCN(C)CC3)c3ccccc23)cc1,8.7,.,-16%[58.9 µM],5%,-5%,1%,-10%,-11%,15%
COCc1cc(C)n(CC(=O)Nc2ccc(NC(C)=O)cc2)c(=O)c1C#N,0.5,-12%,-38%,9%,-17%,.,-1%,4%,4%
CCO[C@@H]1OC(C(=O)NCc2ccccc2)=C[C@H](c2ccc3c(c2)OCO3)[C@H]1CCCO,0.1,-1%,27%,-23%,2%,1%,-7%,-4%,8%
CSCC[C@@H]1NC(=O)[C@@H](NC(=O)[C@H](CCCNC(=N)N)NC(=O)[C@H](CC(C)C)NC(=O)[C@H](CCSC)NC(=O)[C@H](CC(=O)O)NC(=O)[C@H](Cc2ccccc2)NC(=O)[C@@H](N)CC(=O)O)CSSC[C@@H](C(=O)N[C@@H](Cc2c[nH]c3ccccc23)C(=O)N[C@@H](CCC(N)=O)C(=O)N[C@@H](Cc2ccc(O)cc2)C(=O)O)NC(=O)[C@@H]2CCCN2C(=O)[C@H](CCCNC(=N)N)NC(=O)[C@H](Cc2ccccc2)NC(=O)[C@H](C(C)C)NC(=O)[C@H](CCCNC(=N)N)NC(=O)CNC(=O)[C@H](CC(C)C)NC1=O,.,.,.,.,-13%[12 µM],3%,-2%,-13%,.
COCCNC(=O)C(c1ccc(Cl)cc1)N(CCOC)C(=O)CCC(=O)Nc1nccs1 (configuration not stated),0.5,6%,-21%,24%,-7%,3%,1%,-5%,-6%
COCCn1c(=O)c(-c2cc(F)cc(F)c2)nc2cnc(N3CCNCC3)nc21,.,-9%,.,.,2%[60.1 µM],15%,-12%,.,.
Cc1ccc(-c2nc3n(n2)Cc2ccccc2-3)cc1,0.0,-4%,?,?,-8%,6%,-2%,3%,0%
O=C(c1cc2ccccc2oc1=O)N1CCN(CCc2ccccc2)CC1,2.7,18%&-1%,0%,23%,5%,-4%,1%,-6%,7%
CC(C)(C)NC(=O)CSc1nnc(-c2ccco2)n1Cc1ccco1,-0.5,-11%,?,-9%,0%,0%,1%,-7%,-2%
COc1ccc(NC(=O)CCC(=O)N/N=C/c2cn(C)nc2C)cc1,-0.4,0%,-7%,0%,-9%,-1%,-3%,-6%,6%
CC(C)(C)NC(=O)NCc1cccnc1,0.2,-13%,5%,7%,-16%,-8%,0%,10%,-3%
Cn1cnc([N+](=O)[O-])c1Sc1nc(N)nc2c1ncn2Cc1ccccc1,.,-23%,1%,.,-10%,.,.,.,0%
O=C(Nc1ccccc1)N(Cc1c[nH]c2ccccc12)C1CCCCCC1,1.2,-17%,-18%,-12%,-23%,.,0%,0%,0%
CCOC(=O)C1CCN(S(=O)(=O)c2cc(C(=O)N3CCCCC3)ccc2OC)CC1,0.1,?,-10%,-1%,-7%,-4%,-2%,-7%,-4%
CC1(C)CC(NC(=O)c2coc(=O)c(Br)c2)CC(C)(C)N1,0.2,75%[activator],0%,25%,-7%,0%,-3%,81%[activator],5%
